# NR2E3 ag-1: human photoreceptor-specific nuclear receptor agonism; Q9Y5X4; CHO-S Gal4-NCOR/VP16-NR2E3 two-hybrid, luciferase; inhibition of corepressor binding, % at 3.98 µM; 360,000 tested, 0.35% active; AID 602229;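 active = inhibition above the mean of all tested compounds plus 3 SD, cut at about 70% in these data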;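 also: 0% = DMSO with NR2E3 transfected cells and 100% = cells lacking NR2E3 construct; higher means lower luciferase signal from less NR2E3 corepressor binding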
# Target sequence (Q9Y5X4 whole entry, looked up, the tested form may be a part): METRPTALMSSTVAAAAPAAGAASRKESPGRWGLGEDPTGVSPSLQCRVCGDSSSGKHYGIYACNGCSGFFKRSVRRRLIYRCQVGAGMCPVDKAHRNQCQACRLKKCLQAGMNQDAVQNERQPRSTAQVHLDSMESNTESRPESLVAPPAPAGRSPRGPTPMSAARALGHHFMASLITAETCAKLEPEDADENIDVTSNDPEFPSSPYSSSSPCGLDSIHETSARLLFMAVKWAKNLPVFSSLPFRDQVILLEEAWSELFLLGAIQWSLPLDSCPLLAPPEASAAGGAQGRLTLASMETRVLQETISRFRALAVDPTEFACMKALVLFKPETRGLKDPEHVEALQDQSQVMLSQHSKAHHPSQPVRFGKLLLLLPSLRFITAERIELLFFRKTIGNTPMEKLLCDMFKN
# Peg3 prom inh: reduces Peg3 promoter-driven luciferase expression in HeLa | HeLa PEG-Prom luciferase reporter, luminescence, overnight | inhibition, % at 20 µM | 360,000 tested, 1.7% active;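 active = inhibition of at least 50% at 20 µM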
# HIF-2a block: blocks HIF-2a reporter activity; 786-0 RCC cells HIF-2a reporter, luciferase luminescence, overnight; 360,000 tested, 0.72% active; inhibition, % at 18.8 µM; AID 624352;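 active = inhibition of the luminescence signal of 40% or more relative to plate controls, in a single-dose primary screen at 18.75 µM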
# aDG glyco act: increases alpha dystroglycan glycosylation. activation, % at 10 µM. 360,000 tested, 0.22% active. AID 624168. Pro5-aDG cells, alpha-DG glycosylation AlphaScreen (IIH6); 0% Pro5, 100% B10-LARGE cell signal;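 active = activation of at least 8% versus controls, or a plate z-score of at least 8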;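 also: Pro5 are CHO cells carrying HIG-tagged alpha-DG that lacks glycosylation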
# NR2E3 ag-2: agonists of human nuclear receptor NR2E3; Q9Y5X4; GST-NR2E3/biotin-RetCOR TR-FRET, 1536-well; inhibition of corepressor binding, % at 4.78 µM; AID 2300; 320,000 tested, 0.12% active;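 active = percent inhibition above the cutoff of mean plus 3 SD of all tested compounds, set per screening campaign, cut at about 20% in these data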;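 also: 0% = DMSO wells and 100% = biotin wells as full block of FRET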
#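 Material: NR2E3–RetCOR corepressor complex / Incubation: Compound–protein incubation for 5 h at 4 °C / Dosing: compound at 4.8 µM, single dose / Detection: time-resolved FRET / Benchmarks: high control biotin, low control 0.6% DMSO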
# TRPM1 prom inh: inhibitors of MITF-driven TRPM1 promoter in melanoma cells; SK-MEL-5 TRPM1 promoter luciferase, 24 h; inhibition, % at 12.5 µM; 330,000 tested, 0.83% active;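 active = mean inhibition across replicates of 60% or more, whatever share of single replicates reaches that level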; also: values of inactives mirror those of a sister screen read the other way
# iPSC survival up: enhancers of human iPSC single-cell survival; hiPSC single-cell survival, ATPlite luminescence; 100% = ROCK inhibitor wells, 0% = DMSO; survival enhancement, % at 20 µM; 360,000 tested, 0.044% active; in the data active = survival enhancement above about 18%;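 also: cells exposed to compounds for 16 hours before the ATP read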
# Shn3 inh set2: Schnurri-3 reporter inhibition in Clone20 osteoblasts | Clone20 osteoblast Shn3 3'UTR firefly luciferase, 24 h | inhibition, % at 12.5 µM | 360,000 tested, 0.52% active | AID 588674;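 active = mean inhibition of at least 75% with every replicate also reaching 75%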;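 also: 0% = median of neutral control wells and 100% = pilot-screen positive control compound; some compounds past the cut are filed as inactive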
# KKLEB tox: CF airway cell cytotoxicity counter-screen | 360,000 tested, 0.36% active | AID 602141 | activity change (cytotoxicity), % at 5 µM | KKLEB CF airway cells viability, ATPlite luminescence, overnight; stronger effect = lower value; cells stimulated with P. aeruginosa culture filtrate;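 active = corrected activity change at or below -50% at 5 µM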
# TWEAK Fn14 block: blocks TWEAK-Fn14 interaction in a reporter cell assay; TWEAK-stimulated Fn14 reporter cells, luciferase luminescence, 8 h; inhibition, % at 10 µM; 360,000 tested, 2% active; AID 1159606; in the data active = inhibition above about 50%
# CF NFkB inh: blocks PAF-induced NF-kB reporter in cystic fibrosis cells; KKLEB NF-kB-GFP reporter, GFP fluorescence overnight; inhibition, % at 5 µM; 360,000 tested, 0.86% active;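 active = at least 50% inhibition at 5 µM, scaled per plate between neutral and stimulator controls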;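 also: PAF is a Pseudomonas aeruginosa culture filtrate used as stimulus; plate controls were PAF-stimulated DMSO wells for no effect and unstimulated DMSO wells for full effect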
# The depositor's hits bear a star; . = not tested or not shown.
SMILES,NR2E3 ag-1,Peg3 prom inh,HIF-2a block,aDG glyco act,NR2E3 ag-2,TRPM1 prom inh,iPSC survival up,Shn3 inh set2,KKLEB tox,TWEAK Fn14 block,CF NFkB inh
CC(=O)N1SC(N)=NC1c1ccccc1 (stereo not drawn),2,13,15,0.3,-1,-3,-2.0,0,1,3,1
O=C(CSc1nnc(-c2ccccn2)n1Cc1ccco1)c1ccccc1,-16,7,-4,0.4,-1,2,-2.3,5,-3,0,0
CCOc1ccc(S(=O)(=O)N(CC)CC(=O)N2CCOCC2)cc1C,6,-4,13,0.1,-3,-3,-0.6,-18,-13,10,6
Cc1ccc(S(=O)(=O)n2nc(-c3ccco3)nc2N)cc1,2,0,8,-0.2,-1,-9,-0.1,-2,26,13,-11
Cc1ccc(C(=O)c2ccccc2C(=O)OCC(=O)N2C(C)CCCC2C)cc1 (stereo not drawn),-16,-8,10,0.6,5,0,-0.5,25,-1,-4,-2
CN(Cc1ccccc1F)C(=O)c1ccccc1Sc1ccccc1C#N,-67,-35,-65,0.2,1,0,0.3,11,5,-15,4
Cc1cc(OCC(=O)Nc2ccc(S(=O)(=O)N3CCN(C)CC3)cc2)ccc1Br,5,14,-10,0.2,1,-3,1.0,6,8,20,-4
CCN(CC)C(=S)NC(=O)Cc1ccccc1,3,8,3,0.0,3,2,1.1,23,-2,20,3
COc1cc(/C=C2/SC(=S)N(CCC(=O)Nc3ccccc3)C2=O)cc(OC)c1OC,10,36,-2,0.0,1,-20,-0.3,13,-10,0,10
CCCN(C(=O)c1cc(Cl)nc2ccccc12)C1CCS(=O)(=O)C1 (stereo not drawn),24,7,17,-0.1,3,17,-0.4,-4,15,-12,-16
CCOc1ccccc1N(CC(=O)NCCc1ccccc1)C(=O)CCC(=O)Nc1ccccn1,-21,10,15,0.0,7,-4,-0.5,73,6,24,-5
COc1ccc(CCNc2nc(N3CCCCC3)nc(N3CCCCC3)n2)cc1OC,-3,27,12,-0.4,2,-10,10,25,-5,-11,19
CCCc1nnc2n1N=C(c1ccc(OC)c(OC)c1)CS2,1,12,21,0.2,-4,7,-0.8,39,-25,-42,16
COc1ccc2[nH]c(=O)c(CN(Cc3cccnc3)C(=S)NCC3CCCO3)cc2c1 (stereo not drawn),7,20,17,0.2,-1,2,0.6,-61,11,10,-10
COc1cc(OC)cc(OCC(O)Cn2cnc(-c3ccccc3)c2)c1 (stereo not drawn),-18,7,-1,0.4,2,2,-2.5,4,-3,-12,8
C/C(=N\NC(=O)c1ccoc1C)c1cccnc1,-131,-40,-57,-0.1,-5,-11,-0.7,10,-3,-34,8
C(=NOCCc1ccccc1)c1cccnc1,-39,-219,-249,0.2,.,-95,-1.1,-47,-13,-5,25
CC(C)C[C@@H]1COc2cc(N3CCC[C@@H]3CO)ccc2S(=O)(=O)N1,-17,.,9,0.2,.,.,1.0,.,.,16,.
Cc1ccc(S(=O)(=O)NC(C(=O)N2CCOCCOCCOCCOCC2)c2ccccc2)cc1 (stereo not drawn),-1,11,14,0.3,3,3,0.7,-6,14,6,-19
COC(=O)Cc1c(O)ccn(Cc2ccccc2OC)c1=O,-5,9,8,-0.2,-2,-7,-0.3,-32,5,-2,8
O=C(Nn1c(-c2ccc(Br)cc2)nc2ccccc2c1=O)c1cccnc1,-29,20,-3,-0.1,4,11,0.8,-4,-5,14,8
CC(C)C1C(=O)N(Cc2cn(CCC3OCCO3)nn2)CCS(=O)(=O)N1Cc1ccc(-c2ccncc2)cc1 (stereo not drawn),-9,-14,10,1.7,.,.,-2.3,1,-6,2,-4
Cc1ccc(CNC(=O)/C=C/c2ccc(S(=O)(=O)NCc3ccco3)cc2)cc1,-8,7,12,0.0,1,6,-1.0,14,-11,20,9
COc1cc(NC(=O)c2cc([N+](=O)[O-])ccc2N2CCOCC2)ccc1NC(=O)c1ccco1,-6,14,4,-0.6,6,-4,0.8,-3,-3,1,-8
Cn1c(=O)c2cc(S(=O)(=O)NCCC(=O)N3CC=C(c4ccccc4)CC3)ccc2n(C)c1=O,-13,18,9,0.4,0,8,1.7,21,-1,8,-1
CCN(CC)Cc1oc(CO)cc(=O)c1O,14,6,9,0.0,8,6,-0.6,-4,-2,25,-21
COc1ccc2[nH]cc(CCNC(=O)Cc3ccc(Br)cc3)c2c1,-3,1,-5,0.2,-3,1,0.3,13,-3,2,15
Cc1cccnc1NC(=O)c1ccc(S(=O)(=O)N2CCCC2)cc1,-41,2,3,-0.2,.,.,5.5,-13,-9,-17,16
Nc1nc2ccccc2n1CCOc1ccc(Cl)cc1,-61,13,5,0.3,1,5,-0.5,8,-9,8,7
CC1=C(C(=O)OC(C)C)C(c2ccco2)NC(=O)N1 (stereo not drawn),-17,4,13,0.3,5,-14,4.8,-12,4,8,-8
O=C1CCc2cc(S(=O)(=O)NCCC(=O)NC3CCN(Cc4ccccc4)CC3)ccc2N1,-9,1,12,-0.1,1,3,-1.5,-19,2,-1,5
CCCCCn1c(N2CCN(Cc3ccccc3)CC2)nc2c1c(=O)[nH]c(=O)n2C,-7,17,15,-0.1,0,-11,-0.6,15,-26,6,6
Clc1ccc(CN2C3=NCCN3c3ccccc32)cc1Cl,-25,23,23,2.9,-3,-7,-1.8,28,-16,-59,14
O=C(c1cccs1)N1CCC(c2nc3ccccc3s2)CC1,-29,4,-25,0.1,-3,-2,-1.1,18,10,-2,-13
CCn1c(=O)cc(SCC(=O)NCC2CCCO2)c2ccccc21 (stereo not drawn),-22,4,-1,0.1,4,-2,-0.2,-2,10,22,-4
Clc1cccc(CNCCNCc2cccc(Cl)c2)c1,-3,-6,17,-0.3,-2,-7,-2.7,32,-11,-4,12
COc1ccc(C(CC(=O)NCCN2CCOCC2)NS(=O)(=O)c2ccc(C)cc2)cc1 (stereo not drawn),3,13,-8,0.0,1,10,-0.5,0,2,1,-6
Cc1ccc(C(C)C)c(OCC(=O)NS(=O)(=O)c2ccc(Cl)cc2)c1,23,21,3,0.1,3,10,-0.2,19,-9,14,7
Cc1[nH]c2ccccc2c1C(=O)CSc1cccc[n+]1[O-],8,-3,14,0.0,2,-2,0.4,18,3,5,-6
CCOC(=O)c1nnn(-c2nonc2-n2cccc2)c1CN1CCCCC1,7,7,23,0.3,-2,5,-1.0,4,-7,10,33

# 10 of these compounds in another layout:
# Second line of a record: NR2E3 ag-1	Peg3 prom inh	HIF-2a block	aDG glyco act	NR2E3 ag-2	TRPM1 prom inh	iPSC survival up	Shn3 inh set2	KKLEB tox	TWEAK Fn14 block	CF NFkB inh
> O=C(Nn1c(-c2ccc(Br)cc2)nc2ccccc2c1=O)c1cccnc1
  -29	20	-3	-0.1	4	11	0.8	-4	-5	14	8
> CC(C)C1C(=O)N(Cc2cn(CCC3OCCO3)nn2)CCS(=O)(=O)N1Cc1ccc(-c2ccncc2)cc1 (stereo not drawn)
  -9	-14	10	1.7	.	.	-2.3	1	-6	2	-4
> Cc1ccc(CNC(=O)/C=C/c2ccc(S(=O)(=O)NCc3ccco3)cc2)cc1
  -8	7	12	0.0	1	6	-1.0	14	-11	20	9
> COc1cc(NC(=O)c2cc([N+](=O)[O-])ccc2N2CCOCC2)ccc1NC(=O)c1ccco1
  -6	14	4	-0.6	6	-4	0.8	-3	-3	1	-8
> Cn1c(=O)c2cc(S(=O)(=O)NCCC(=O)N3CC=C(c4ccccc4)CC3)ccc2n(C)c1=O
  -13	18	9	0.4	0	8	1.7	21	-1	8	-1
> CCN(CC)Cc1oc(CO)cc(=O)c1O
  14	6	9	0.0	8	6	-0.6	-4	-2	25	-21
> COc1ccc2[nH]cc(CCNC(=O)Cc3ccc(Br)cc3)c2c1
  -3	1	-5	0.2	-3	1	0.3	13	-3	2	15
> Cc1cccnc1NC(=O)c1ccc(S(=O)(=O)N2CCCC2)cc1
  -41	2	3	-0.2	.	.	5.5	-13	-9	-17	16
> Nc1nc2ccccc2n1CCOc1ccc(Cl)cc1
  -61	13	5	0.3	1	5	-0.5	8	-9	8	7
> CC1=C(C(=O)OC(C)C)C(c2ccco2)NC(=O)N1 (stereo not drawn)
  -17	4	13	0.3	5	-14	4.8	-12	4	8	-8

# Later entries:
SMILES,NR2E3 ag-1,Peg3 prom inh,HIF-2a block,aDG glyco act,NR2E3 ag-2,TRPM1 prom inh,iPSC survival up,Shn3 inh set2,KKLEB tox,TWEAK Fn14 block,CF NFkB inh
CC1(C)CC(=O)C(=CN2CCN(C(=O)c3ccco3)CC2)C(=O)C1,-27,-1,17,-0.1,.,11,0.0,-1,8,0,7
O=C(O)CCC(=O)N1CCOc2ccc(Cl)cc21,13,1,18,1.1,0,-2,1.6,-28,0,-1,4
COC(=O)[C@]12CCCCC=C1N(Cc1ccco1)C(=O)[C@H](CC(=O)NCCc1ccccc1OC)C2,-29,.,5,0.0,.,.,0.1,.,.,-7,.
COc1ccc(-c2coc3c(CN4CCOCC4)c(O)ccc3c2=O)cc1,-1,-31,-31,0.0,2,-13,-0.1,8,6,-38,-1
Cc1cc(C)n(CC(O)CN2C(=O)NC(C)(C)C2=O)n1 (stereo not drawn),-6,8,14,-0.1,-1,7,4.9,10,1,2,-5
Cc1cc(C)c2[nH]c(C(=O)Nc3ccc(F)cc3Br)cc2c1,-107,-46,-88,0.0,1,8,-0.4,-24,0,22,-19
Cc1ccc(NC(=O)c2cc(-c3ccc(C)o3)nc3ccccc23)nc1,2,11,6,0.0,-1,-7,2.9,4,1,4,-2
CC(CNC(=O)CCc1ccccc1)NC(=O)CCc1ccccc1 (stereo not drawn),-2,11,13,0.0,-3,.,2.4,-12,-6,-2,0
C[C@H](CO)N1C[C@H](C)[C@@H](CN(C)C(=O)NC2CCCCC2)Oc2c(NS(=O)(=O)c3cn(C)cn3)cccc2C1=O,2,-2,5,0.1,.,0,1.7,1,2,13,-7
O=C(CCCc1nc(-c2ccccc2)no1)NCc1cccnc1,7,-3,5,0.1,-1,16,2.9,18,1,18,-7
O=[N+]([O-])c1ccc(NNC(=S)Nc2ccccc2)cc1,-24,-120,-155,0.2,-1,-8,-0.2,14,1,48,2
Cc1cc(Cl)cc(C)c1OCC(=O)O,2,39,27,0.0,3,7,-1.8,3,-6,-1,-7
O=C(O)CCc1ccc(-c2ccc(Cl)cc2)n1CCC(=O)O,-19,-3,4,0.0,0,2,-1.3,-11,20,-18,2
CCN(CC)S(=O)(=O)c1ccc(OC)c(NC(=O)c2cccc(C)c2[N+](=O)[O-])c1,11,11,13,-0.3,3,-7,-0.6,-3,5,-11,0

# Screening results from PubChem.
